All columns: NCI-60 one-dose screen, growth in % after 48 h at 10 µM unless noted; 100 = growth as untreated, 0 = no growth, -100 = all killed.
NCI-H23 – NCI-H23 lung cancer | hit rate 4% among 80,000
NCI-H522 – NCI-H522 lung cancer; hit rate 8% among 78,000; AID 1794739
NCI/ADR-RES – NCI/ADR-RES ovarian cells; hit rate 4.4% among 81,000
OVCAR-5 – OVCAR-5 ovarian cancer. hit rate 2.9% among 82,000. AID 1794783
OVCAR-8 – OVCAR-8 ovarian cancer | hit rate 4.4% among 81,000
OVCAR-3 – OVCAR-3 ovarian cancer; hit rate 7% among 79,000
NCI-H322M – NCI-H322M lung cancer; hit rate 2.7% among 80,000
NCI-H226 – NCI-H226 lung cancer; hit rate 3.5% among 79,000
NCI-H460 – NCI-H460 lung cancer; hit rate 6.8% among 82,000; AID 1794736
Numbers without * were called inactive; . = no result given; & = joins results of further samples. Rule for the calls: active = growth percent below 10; inactive = the rest.

SMILES | NCI-H23 | NCI-H522 | NCI/ADR-RES | OVCAR-5 | OVCAR-8 | OVCAR-3 | NCI-H322M | NCI-H226 | NCI-H460
Fc1cc2[nH]ncc2c2c3c(c(-c4cn[nH]c4C(F)(F)F)nc12)C1CCC3C1 (centres undefined) | -4.7* | -2.9* | 56 | -7.7* | 10 | 11 | 0.6* | 4.9* | 1.8*
CC1SC(c2cccc([N+](=O)[O-])c2)N(NC(=O)CCC(=O)c2nc3ncccc3[nH]2)C1=O (centres undefined) | 87 | 87 | 94 | 112 | 97 | 102 | 97 | 84 | 98
COc1cc(C2Cc3ncccc3-c3nc(N)c4cccnc4c32)cc(OC)c1OC (centres undefined) | 108 | 84 | 103 | 88 | 115 | 99 | 97 | 94 | 101
CCOc1cc(C=O)cc(I)c1O | 99 | 92 | 106 | 104 | 101 | 117 | 114 | 105 | 101
NNC(=O)CN(CC(=O)NN)CC(=O)NN | 110 | 106 | 109 | 98 | 114 | 114 | 112 | 104 | 115
C=C(C)[C@@H]1CC[C@]2(C(=O)n3cnc(C[C@@H](N)C(=O)OC)c3)CC[C@]3(C)[C@H](CC[C@@H]4[C@@]5(C)CCC(=O)C(C)(C)[C@@H]5CC[C@]43C)[C@@H]12 | 97 | 90 | 99 | 96 | 97 | 102 | 95 | 98 | 104
O=C1C(Cl)C(c2cccc([N+](=O)[O-])c2)N1n1cnnc1 (centres undefined) | 97 | 95 | 104 | 94 | 96 | 100 | 88 | 101 | 107
CCN1CCN(C(=O)[C@]2(C)CC[C@]3(C)CC[C@]4(C)C(=CC(=O)[C@@H]5[C@@]6(C)CCC(=O)C(C)(C)[C@@H]6CC[C@]54C)[C@@H]3C2)CC1 | 46 | 60 | 63 | 116 | 64 | 66 | 91 | 71 | 67
O=C(Nc1nc2ccccc2s1)c1ccc(Br)cc1 | 74 | 75 | 77 | 93 | 98 | 111 | 83 | 67 | 82
COc1ccc(-c2ccc(NC(=O)Nc3cccc(C(F)(F)F)c3)c(C)n2)cc1OC | 72 | 40 | 67 | 94 | 81 | 69 | 93 | 73 | 62
COc1ccc(/C=C2\CNCC3=C2Nc2nc(SC)[nH]c(=O)c2C3c2ccc(OC)cc2)cc1 (centres undefined) | 100 | 91 | 102 | 108 | 102 | 97 | 84 | 88 | 102
Cc1cc(C(=O)O)c(C)c(S(=O)(=O)O)c1 | 85 | 66 | 103 | 92 | 87 | 108 | 95 | 102 | 96
C[C@@H](CO)C[C@@H](C)c1cc2ccccc2o1 | 94 | 88 | 98 | 99 | 94 | 105 | . | 88 | 103
CC(NC=O)C(=O)O (centres undefined) | 109 | 99 | 108 | 105 | 106 | 112 | 101 | . | 105
C[C@]12CC[C@@H]3c4cc([N+](=O)[O-])c(O)cc4CC[C@H]3[C@@H]1CC[C@@H]2NS(=O)(=O)c1cccc(Br)c1 | 92 | 58 | 81 | 107 | 88 | 91 | 89 | 89 | 83
c1cc2c(cc1-c1cnc3nonc3n1)OCO2 | 99 | 56 | 93 | 94 | 92 | 70 | 103 | 93 | 100
CC(C)CCc1nc2ccc(NCc3ccc(OCCN4CCOCC4)cc3)cc2[nH]1 | 87 | 95 | 97 | 107 | 93 | 96 | 109 | 77 | 100
Nc1cc(NN=C(c2ccc(O)cc2)c2ccc(O)cc2)c([N+](=O)[O-])cc1[N+](=O)[O-] | -58* | -82* | 7.3* | -51* | -76* | 82 | 110 | 62 | -60*
S=C1CCCCCN1 | 105 | 105 | 104 | 103 | 104 | 115 | 99 | . | 106
O=C(O)c1cccc(S(=O)(=O)c2ccccc2)c1 | 97 | 93 | 104 | 99 | 112 | 107 | 99 | 97 | 100
CN(C)CCCN(c1nc(C(Cl)(Cl)Cl)ns1)c1nc(C(Cl)(Cl)Cl)ns1 | 59 | 39 | 49 | 67 | 55 | 32 | 66 | 54 | 8.4*
CCCN(CCC)CCC(O)c1cc2c(c3ccccc13)CCCC2 (centres undefined) | 80 | 74 | 83 | 85 | 102 | . | 99 | 81 | 99
O=C(Cn1c(=O)[nH]c2ccccc2c1=O)NCC(=O)N/N=C/c1ccc([N+](=O)[O-])cc1 | 101 | 96 | 101 | 102 | 100 | 111 | 101 | 89 | 101
COc1cccc2nc(Nc3cccc(NC(=O)c4ccc(N5CCN(C)CC5)c(C(F)(F)F)c4)c3)ccc12 | 63 | -14* | 44 | 62 | 31 | 30 | 43 | 43 | -9.9*
COc1ccc(NC(=O)CSc2nnc(-c3ccc(Cl)cc3)n2-c2ccccc2)cc1 | 99 | 83 | 94 | 106 | 110 | 108 | 102 | 110 | 99
CNC(=O)c1nc(Nc2ccc(NC(=O)Nc3ccc(F)cc3)cc2)c2ccccc2n1 | 98 | 100 | 104 | 108 | 104 | 113 | 101 | 95 | 111
c1ccc(-c2csc(CN3CCCCC3)n2)cc1 | 93 | 101 | 100 | 102 | 101 | 123 | 110 | 107 | 111
O=C(Nc1c(Cl)cccc1Cl)OCc1ccco1 | 97 | 21 | 98 | 121 | 100 | 114 | 112 | 100 | 112
COc1c2occc2c(OC)c2c(=O)cc(C)oc12 | 86 | 89 | 107 | 105 | 107 | 111 | 113 | 99 | 108
COc1ccc(/C=C/C(=O)c2ccc(Oc3ncnc4ccccc34)cc2)cc1 | 91 | 58 | 89 | 103 | 96 | 97 | 94 | 93 | 100
CCOC(=O)C1=C(c2ccccc2)N=C2SC3C(=NN(c4ccccc4)C3c3ccc(Br)cc3)N2C1c1ccc(OC)cc1 (centres undefined) | 95 | 90 | 99 | 108 | 96 | 101 | 91 | 88 | 100
COc1cccc(C(=O)c2ccncc2C(=O)O)c1OC | 102 | 102 | 105 | 103 | 100 | 106 | 101 | 105 | 103
COc1cccc(/C=C2\Oc3cc(OCCN4CCC(Cc5ccccc5)CC4)ccc3C2=O)c1 | 88 | 91 | 88 | 88 | 87 | 88 | 91 | 84 | 91
OCCn1ccc2nc(Cl)nc(Cl)c21 | 101 | 90 | 108 | 107 | 104 | 110 | 97 | 101 | 100
S=c1[nH]nc(Nc2ccccc2)n1-c1ccccc1 | 91 | 101 | 100 | 89 | 113 | 112 | 88 | 100 | 115
COc1cc(-c2nc3cc(N)ccc3o2)cc(OC)c1OC | 109 | 85 | 107 | 95 | 95 | 102 | 103 | 115 | 107
O=C1c2ccccc2C(=O)c2c1oc1ccc3ccccc3c21 | 34 | 97 | 79 | 130 | 88 | 39 | 83 | 85 | 45
CC(C)(O)CC(c1ccccc1)(c1ccccc1)c1ccccc1 | 90 | 88 | 92 | 113 | 92 | 98 | 105 | 91 | 96
O=C1NC(=O)C2(CCCC2c2ccccc2)N1 (centres undefined) | 112 | 93 | 115 | 115 | 110 | 107 | 99 | 109 | 111
O=C1/C(=C/c2ccc(Cl)cc2)CN(C(=O)CCN2CCC(=NO)CC2)C/C1=C\c1ccc(Cl)cc1 | -57* | -92* | 1.6* | -64* | -90* | -97* | -75* | -21* | -67*
CC(C)N1C(=O)c2c(F)c(F)c(F)c(F)c2C1=O | 97 | 89 | 94 | 101 | 99 | 111 | 93 | 98 | 101
C#CCN=C(N/N=C/c1ccc(Cl)cc1)NS(=O)(=O)c1c[nH]ccc1=S | 110 | 88 | 29 | 99 | 92 | 109 | 112 | 107 | 130
O=C(CCn1c[n+](CC(=O)c2ccc([N+](=O)[O-])cc2)c2ccccc21)Nc1cccc2cccnc12 | 87 | 90 | 102 | 97 | 99 | 56 | 96 | 92 | 94
CCOC(=O)/C(C#N)=C/c1cccc([N+](=O)[O-])c1 | 100 | 70 | 104 | 102 | 104 | 96 | 101 | 89 | 106
COc1cccc(-c2nn(-c3ccccc3)cc2-c2ccnc(NCCNC(=O)c3cccc(C(F)(F)F)c3)c2)c1 | 78 | 50 | 70 | 109 | 70 | 80 | 100 | 75 | 81
C=C1C(=O)O[C@H]2[C@H]1CC/C(COC(=O)/C=C/c1c[nH]c3ccccc13)=C\CC[C@@]1(C)O[C@@H]21 | -53* | -63* | -27* | -42* | -34* | -91* | -48* | -71* | -71*
COc1cc(OC)c2c(=O)c(O)c(-c3ccccc3)oc2c1 | 80 | 72 | 66 | 89 | 62 | 68 | . | 69 | 53
CCOC(=O)c1cc(/C=C/c2ccc(Cl)cc2Cl)on1 | 47 | 55 | -35* | 59 | 24 | 24 | 82 | 15 | 3.8*
CC1(C)NCCC[C@]2(C)[C@H]3C/C(=N\O)C4[C@@H]5C[C@@](C)(CO)CC[C@]5(C)CC[C@@]4(C)[C@]3(C)CC[C@@H]12 (some centres undefined) | 94 | 97 | 98 | 104 | 98 | 109 | 101 | 94 | 100
COc1ccc(-c2nn(CC(=O)N3CCOCC3)c(N)c2C#N)cc1 | 99 | 100 | 106 | 112 | 102 | 108 | 104 | 101 | 107
O=C1c2cccc3cccc(c23)C(=O)N1Nc1nc(N2CCOCC2)nc(N2CCN(c3ccccc3)CC2)n1 | 64 | 30 | 38 | 84 | 72 | 11 | 65 | 57 | 29
COc1c(O[C@@H]2OC(C)[C@@H](O)[C@H](O)C2O)cc2oc3cc(O[C@@H]4OC(C)[C@@H](O)[C@H](O)C4O)c(CC=C(C)C)c(O)c3c(=O)c2c1CC=C(C)C (some centres undefined) | 97 | 66 | 105 | 100 | 82 | 91 | 102 | 100 | 58
CCCCNC(=O)c1ccccc1C(=O)NC1(C(=O)NCCCC)CCCC1 | 108&104 | 96 | 104&108 | 99&98 | 102&106 | 107&127 | 108&106 | 107&101 | 113&105
O=[N+]([O-])c1cccc(NCn2c(=S)sc3ccccc32)c1 | 106 | 92 | 100 | 100 | 99 | 104 | 95 | 112 | 100
N#Cc1c(Oc2ccc(Cl)cc2)nc2n(c1=O)-c1ccccc1Sc1ccccc1-2 | 85 | 68 | 81 | 118 | 86 | 81 | 83 | 91 | 93
N#CC1=C(N)Oc2c(sc3c(F)cccc23)C1c1ccc([N+](=O)[O-])cc1 (centres undefined) | -4.8* | -26* | -14* | -15* | -22* | -55* | -24* | 3.2* | -27*
O=C(N1c2ccccc2Sc2ccccc21)n1cnc2ccccc21 | 93 | 85 | 95 | 101 | 106 | . | 99 | 93 | 103
O=S(=O)(Cc1cccc2c(CS(=O)(=O)c3ccc(Cl)cc3)cccc12)c1ccc(Cl)cc1 | 98 | 96 | 90 | 97 | 71 | 96 | 87 | 107 | 72
Cc1ccc2nc(COc3ccc(C(=O)NN4C(=O)c5c(Cl)c(Cl)c(Cl)c(Cl)c5C4=O)cc3)[nH]c2c1 | 100 | 90 | 105 | 113 | 102 | 113 | 107 | 105 | 108
O=C(/C=C/c1ccc(N2CCCCC2)cc1)c1cc2ccccc2oc1=O | 85 | 86 | 97 | 104 | 97 | 94 | 88 | 94 | 101

Four compounds already listed, ordered by heavy-atom count, low to high.
SMILES | NCI-H23 | NCI-H522 | NCI/ADR-RES | OVCAR-5 | OVCAR-8 | OVCAR-3 | NCI-H322M | NCI-H226 | NCI-H460
CCOC(=O)c1cc(/C=C/c2ccc(Cl)cc2Cl)on1 | 47 | 55 | -35* | 59 | 24 | 24 | 82 | 15 | 3.8*
O=C(N1c2ccccc2Sc2ccccc21)n1cnc2ccccc21 | 93 | 85 | 95 | 101 | 106 | . | 99 | 93 | 103
CCCCNC(=O)c1ccccc1C(=O)NC1(C(=O)NCCCC)CCCC1 | 108&104 | 96 | 104&108 | 99&98 | 102&106 | 107&127 | 108&106 | 107&101 | 113&105
COc1c(O[C@@H]2OC(C)[C@@H](O)[C@H](O)C2O)cc2oc3cc(O[C@@H]4OC(C)[C@@H](O)[C@H](O)C4O)c(CC=C(C)C)c(O)c3c(=O)c2c1CC=C(C)C (some centres undefined) | 97 | 66 | 105 | 100 | 82 | 91 | 102 | 100 | 58

Copied from the list:
For NCI-H460, O=C(/C=C/c1ccc(N2CCCCC2)cc1)c1cc2ccccc2oc1=O has 101
For NCI-H23, COc1c(O[C@@H]2OC(C)[C@@H](O)[C@H](O)C2O)cc2oc3cc(O[C@@H]4OC(C)[C@@H](O)[C@H](O)C4O)c(CC=C(C)C)c(O)c3c(=O)c2c1CC=C(C)C (some centres undefined) has 97
For NCI-H322M, CC1(C)NCCC[C@]2(C)[C@H]3C/C(=N\O)C4[C@@H]5C[C@@](C)(CO)CC[C@]5(C)CC[C@@]4(C)[C@]3(C)CC[C@@H]12 (some centres undefined) has 101

Continuation.
SMILES | NCI-H23 | NCI-H522 | NCI/ADR-RES | OVCAR-5 | OVCAR-8 | OVCAR-3 | NCI-H322M | NCI-H226 | NCI-H460
C=C1CC2C3C=C(C)C4=CC(=O)CC[C@]4(C)C3CC[C@]2(C)[C@@]1(OC(C)=O)C(C)=O (some centres undefined) | 44 | 17 | 50 | 112 | 50 | 60 | 115 | 68 | 56
Cc1ccc2nc(NC(=O)CSc3nc(-c4ccccc4)c(C(=O)O)c(=O)[nH]3)sc2c1 | 108 | 98 | 112 | 107 | 103 | 118 | 104 | 105 | 114
CCSc1nnc(NC(=O)COc2ccc(Cl)cc2C)s1 | 105 | 94 | 106 | 96 | 100 | 95 | 120 | 101 | 112
CS(=O)(=O)Nc1cc(-c2ccc3ncnc(Nc4ccc5c(cnn5Cc5ccncc5)c4)c3c2)cnc1Cl | 62 | 46 | 88 | 59 | 83 | 37 | 76 | 92 | 97
N#Cc1cccc(-c2cc(=O)c3cc(O)c(F)cc3[nH]2)c1 | 104 | 97 | 99 | 105 | 100 | 107 | 100 | 92 | 105
Cc1nnc(Nc2ccc(NC(=O)Nc3ccc(Cl)cc3)cc2)c2ccccc12 | 49 | 30 | 45 | 73 | 31 | 44 | 48 | 72 | 26
Cn1cccc1-c1cc(-c2ccc(Br)cc2)n(Cc2ccccc2)c(=O)c1C#N | 91 | 96 | 96 | 104 | 102 | 108 | 114 | 94 | 104

Screening results (PubChem)
